proCasp7 act: procaspase-7 activators, primary screen, counter-screen for procaspase-3 activator project, biochemical, absorbance, HTS, human. activation, % at 8.5 µM. AID 463210, 2010. Caspase-7 (Homo sapiens), P55210. recombinant procaspase-7, Ac-DEVD-pNA absorbance 405 nm; D23A/D198A/D206A triple mutant, cannot self-cleave; scale: DMSO 0, 5 µM enzyme 100. 330,000 tested, 0.093% active;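 active = percent activation above the screen-wide mean plus 3 SD, cut at about 25% in these data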
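buffer or medium = Zinc-free HEPES/NaCl buffer, pH 7.4 | material = Procaspase-7 triple mutant (PC-7 D3A) | input = 2 µM procaspase-7 mutant as dispensed | signal = Epi-absorbance of released pNA at 405 nm, two timepoints | timing = 1 h preincubation, 2 h reaction | replicates = singlicate compound testing | evaluation = % activation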
RPL19A TOR yeast: RPL19A-GFP expression modulators in yeast, primary screen, cell-based, S. cerevisiae, multiplex flow cytometry, MLPCN; AID 2025, 2009; percent response vs DMSO, % at 10 µM; S. cerevisiae RPL19A-GFP strain, 3 h; active compounds read low; 330,000 tested, 0.3% active;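 active = percent response vs DMSO below 50%; inconclusive = fewer than 70 events counted for the yeast strain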;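 note: median channel GFP fluorescence of the barcoded RPL19A-GFP strain; ratio of sample median GFP to plate DMSO average so 100% = DMSO; lower means less RPL19A-GFP as with rapamycin TOR inhibition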
procasp3 activ: activators of human procaspase-3 D3A mutant, primary screen, biochemical, absorbance, PC-3 D3A mutant, single concentration. Caspase-3 (Homo sapiens), P42574. recombinant procaspase-3 D3A, Ac-DEVD-pNA absorbance 405 nm. activation, % at 8.5 µM. 330,000 tested, 0.11% active. AID 463141, 2010;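 active = activation above the mean of all tested compounds plus 3 SD, cut at about 21% in these data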;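 note: 0% = DMSO alone and 100% = DMSO wells spiked with extra 5 µM PC-3 D3A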
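Assay system: Autoprocessing-dead procaspase-3 D3A mutant enzyme; also added: Ac-DEVD-pNA; doses: one concentration, 8.5 µM nominal, 0.8% DMSO; times: 1 h compound preincubation, 2 h substrate hydrolysis at 25 °C; technique: 405 nm absorbance of p-nitroaniline, reads at 0 and 120 min; measure: % activation between DMSO and enzyme-spiked controls; repeats: single replicate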
EBNA-1 inh: EBNA-1 DNA-binding inhibitors, primary screen, biochemical, fluorescence polarization; inhibition, % at 14.8 µM; 300,000 tested, 0.34% active; AID 1950, 2009; in the data active = inhibition above about 28%
LAP4 TOR yeast: modulators of LAP4-GFP expression in yeast, primary screen, S. cerevisiae, multiplex flow cytometry, MLPCN library; 3 h; median GFP as percent of DMSO wells; GFP response vs DMSO, % at 10 µM; 320,000 tested, 0.34% active;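 active = GFP response vs DMSO above a set limit, about the screen mean plus 3 SD, cut at about 150% in these data; inconclusive = under 70 cell events counted for the yeast strain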
AHR activator: AHR activators, primary screen, cell-based, luminescence, luciferase reporter, human. activation, % at 5 µM. 320,000 tested, 2.5% active. Aryl hydrocarbon receptor (Homo sapiens), P35869. AID 2796, 2010. AHR-responsive luciferase reporter cells; in the data active = activation above about 47%;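 note: 0% = vehicle wells and 100% = reference agonist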
MEP2 TOR yeast: modulators of MEP2-GFP levels in yeast, primary screen, S. cerevisiae, multiplex flow cytometry, MLPCN library. 330,000 tested, 0.51% active. GFP response vs DMSO, % at 10 µM. S. cerevisiae MEP2-GFP strain, 3 h; 100% = DMSO control level;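 active = GFP response versus DMSO above a set limit, roughly screen mean plus 3 SD, cut at about 180% in these data; inconclusive = fewer than 70 cells counted for a yeast strain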;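 note: median GFP fluorescence of the barcode-gated MEP2-GFP cells per well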
ZTA counter: counter-screen for EBNA-1 inhibitors: inhibitors of Epstein-Barr virus ZTA | P03206 | ZTA-DNA binding, fluorescence polarization | inhibition, % at 11 µM | 320,000 tested, 0.15% active | AID 2234; in the data active = inhibition above about 33%
* marks the source's active call; other numbers are inactive results; ? = inconclusive; . = no result given; & = joins results of further samples; [ ] = another dose, or the depositor's remark.

SMILES	proCasp7 act	RPL19A TOR yeast	procasp3 activ	EBNA-1 inh	LAP4 TOR yeast	AHR activator	MEP2 TOR yeast	ZTA counter
Nc1nc2n(n1)C(c1ccccc1)CC(c1ccc(F)cc1)N2 (stereo not given)	9	98	-4	-4	103	0	103	6
Cc1cc(C(=O)Nc2cc(Br)ccc2O)on1	4	98	-2	0	99	39	101	-5
O=c1c2c(nc3nc(Cc4ccccc4)[nH]n13)CCC2	-3	87	-9	2	75	2	97	9
Brc1cccc(OCCCCN2CCCCC2)c1	6	102	8	6	96	-1	104	-1
Cc1[nH]ncc1-c1nc2ccccc2[nH]1	0	103	-2	0	92	2	104	15
O=C(NC(=S)Nc1ccc2[nH]ncc2c1)c1ccccc1	-9	90	-12	-4	110	13	104	-16
CCN1C(=C(C#N)C#N)C=Cc2cc(C)ccc21	13	101	0	5	97	-3	100	-1
O=C(Oc1ccc(N(Cc2cccs2)C2=NS(=O)(=O)c3ccccc32)cc1)c1ccco1	5	95	9	2	97	0	101	12
Cc1ccc(C)n1-c1cccc(S(=O)(=O)N2CCOCC2)c1	3	98	-6	3	102	-1	103	-7
Clc1ccc(Nc2nc(-c3ccncc3)cs2)cc1	1	95	3	8	95	23	99	9
O=C(CONS(=O)(=O)c1ccc(Cl)cc1)NCCNc1ncc(C(F)(F)F)cc1Cl	-4	105	4	0	92	0	98	-4
Cc1cc(-n2c(C)cc(C(=O)COc3ccc4ccc(=O)oc4c3)c2C)no1	13	95	-1	2	97	0	105	-4
Cc1c(C(=O)Nc2c(C)n(C)n(-c3ccccc3)c2=O)oc2ccccc12	10	100	6	1	90	22	97	29
Cc1ccccc1-n1c(-c2ccc3ccccc3n2)n[nH]c1=S	-35	94	-22	0	107	15	96	-17
CCOC(=O)C(CC)Sc1nc(N)c(NC(=O)c2ccc(OC)c(OC)c2)c(=O)[nH]1 (stereo not given)	8	102	7	8	95	-2	102	-8
O=C(Nc1nnc(S(=O)(=O)Nc2ccccc2)s1)c1ccccc1Cl	6	108	2	-4	106	2	102	8
O=C(COC(=O)c1ccc2c(c1)OCO2)Nc1cccc(F)c1	-5	97	-3	.	104	1	94	-10
O=C(Nc1ncc2c(n1)-c1ccccc1CC2)c1cccs1	5	98	4	-6	117	63*	96	-7
CC(=O)/C=C/c1ccccc1Oc1c(F)c(F)nc(F)c1F	-5	104	0	-17	80	1	100	9
COc1cc(NC(=O)C2C3C=CC(C3)C2C(=O)O)ccc1NC(=O)c1ccccc1 (stereo not given)	3	101	0	3	88	56*	91	2
Cc1nc(-c2cn[nH]c2-c2ccc(O)cc2O)cs1	0	104	-10	2	96	30	102	-3
CO/N=C\CC(=O)Nc1ccc(Oc2ccccc2)cc1	16	88	3	0	105	1	94	-14
COC(=O)N1CCN(c2ccc(C)cc2)C(C)C1 (stereo not given)	5	109	4	2	103	-2	112	-2
CCOc1ccc(NS(=O)(=O)c2ccc(-c3ccc(=O)[nH]n3)o2)cc1	-4	94	-1	0	84	1	96	3
c1ccc2c(-c3cc(C4CCNCC4)[nH]n3)cccc2c1	3	102	2	-5	112	6	101	0

Following part:
SMILES	proCasp7 act	RPL19A TOR yeast	procasp3 activ	EBNA-1 inh	LAP4 TOR yeast	AHR activator	MEP2 TOR yeast	ZTA counter
Cc1ccc(S(=O)(=O)CCC(=O)N(Cc2nnc(-c3ccc(Cl)cc3)o2)C2CC2)cc1	7	104	-3	.	101	8	102	7
O=C(CCCOc1ccccc1)Nc1nc2ccccc2[nH]1	3	102	-8	0	94	11	103	-3
O=C(Nc1nc(-c2ccc(Cl)s2)cs1)c1ccco1	2	95	6	-2	104	1	94	13
O=C(Cc1ccccc1[N+](=O)[O-])OCc1cccc([N+](=O)[O-])c1	4	105	5	-8	109	0	101	-1
COc1ccc(-c2nn(-c3ccccc3)cc2C(=O)NC(=S)N2CCOCC2)cc1OC	-14	95	-4	.	96	7	95	-4
CC(C)(C)OC(=O)N[C@@H](C(=O)OC(C)(C)C)c1ccc(Br)cc1	1	92	-3	.	96	-1	80	-6
O=C(CN1CCC(C(O)(c2ccccc2)c2ccccc2)CC1)Nc1ccccc1	-2	99	-3	7	97	0	100	-3
CN(C(=O)Cn1cnc([N+](=O)[O-])n1)C1CCCCC1	-4	?	-4	-12	87[may fluoresce red and violet]	7	212*[may fluoresce red and violet]	4
CCn1ccnc1CN(C)Cc1nc(-c2ccccc2)no1	6	95	-3	-1	97	4	94	-25
CC1(C(=O)NCc2ccccc2)Oc2ccccc2NC1=O (stereo not given)	15	94	-5	-9	87	-1	95	-10
CC(=O)Nc1c(N)c2ccccc2oc1=O	4	96	-7	5	101	1	100	0
NC(=O)CC12CC3CC(C1)CC(CC(N)=O)(C3)C2	1	99	-1	3	101	-4	101	-5
COc1ccc(Cl)cc1NC(=O)C1(c2cccs2)CCOCC1	8	101	-3	0	97	4	102	10
Cn1c(-c2cc(Cl)ccc2O)nc2c1c(=O)[nH]c(=O)n2Cc1ccccc1	13	98	3	4	101	31	98	2
COc1ccccc1CCNC(=O)CSc1nc(=O)[nH]c2c1CCC2	8	98	-12	8	102	2	106	5
Cc1c(CC(=O)Nc2ccc(Cl)cc2)sc2ccc(Cl)cc12	4	96	2	3	104	2	93	-9
C[N+]1(CCNC(=O)/C=N/O)CCCCC1	4	97	-6	-9	99	2	97	-2
Cc1ccc(N(C(=O)CCl)C(C(=O)NC2CCCCC2)c2cccnc2)cc1C (stereo not given)	-5	97	4	0	95	0	94	14
CCCCCCCCCCOC(=O)Cn1c(COc2ccc(OC)cc2)[n+](C)c2ccccc21	8&3	91&94	3&-3	0&-9	89	1&3	102&95	-3&0
COc1ccc(C(=O)O/N=C2\CCS(=O)(=O)c3sccc32)cc1	5	93	1	-1	113	3	100	-2
O=CC1=C(N2CCOCC2)/C(=C\c2ccccc2)CC1	-17	98	-4	6	107	3	91	8
COCCCNC(=S)Nc1cccc(SC)c1	-4	41*[may fluoresce violet]	-4	-11	62[may fluoresce violet]	3	243*[may fluoresce violet]	-3
O=C(Nc1ccccc1)N1CCCN(Cc2ccccc2F)C1	6	95	-8	-14	98	3	96	7
Cc1cc(C)c(S(=O)(=O)N2CCN(C(=O)C3CCCO3)CC2)c(C)c1 (stereo not given)	4	89	7	.	88	-1	97	-18
CCN(CC)CCCC(C)NC(=O)c1c(NC(=O)c2ccccc2)sc2c1CCCC2 (stereo not given)	0	99	-1	-1	95	-7	106	-4

Reprinted at random: five records from the list.
SMILES	proCasp7 act	RPL19A TOR yeast	procasp3 activ	EBNA-1 inh	LAP4 TOR yeast	AHR activator	MEP2 TOR yeast	ZTA counter
CN(C(=O)Cn1cnc([N+](=O)[O-])n1)C1CCCCC1	-4	?	-4	-12	87[may fluoresce red and violet]	7	212*[may fluoresce red and violet]	4
O=CC1=C(N2CCOCC2)/C(=C\c2ccccc2)CC1	-17	98	-4	6	107	3	91	8
O=C(CN1CCC(C(O)(c2ccccc2)c2ccccc2)CC1)Nc1ccccc1	-2	99	-3	7	97	0	100	-3
Cn1c(-c2cc(Cl)ccc2O)nc2c1c(=O)[nH]c(=O)n2Cc1ccccc1	13	98	3	4	101	31	98	2
COc1ccc(-c2nn(-c3ccccc3)cc2C(=O)NC(=S)N2CCOCC2)cc1OC	-14	95	-4	.	96	7	95	-4

Further results
SMILES	proCasp7 act	RPL19A TOR yeast	procasp3 activ	EBNA-1 inh	LAP4 TOR yeast	AHR activator	MEP2 TOR yeast	ZTA counter
CN(C)CCN(C(=O)c1cccc2ccccc12)c1nc2cc3c(cc2s1)OCO3	-3	99	-1	10	98	2	97	0
COc1ccc2c(c1)c(CCNNC(=O)C(C)(C)C)c(C)n2C(=O)c1ccc(Cl)cc1	-4	100	-5	-5	108	9	85	-9
COc1cc([C@@H]2[C@H]3CN(C)CC=C3C(C#N)=C(N)C2(C#N)C#N)cc2c1OCO2	2	97	-8	-2	99	1	100	4
Cc1ccc(C)c(Nc2nc(-c3ccncc3)nc3ccccc23)c1	0	103	-2	11	100	68*	103	10
Cc1cc(C(=O)N2CCN(c3ccccc3O)CC2)c(C)o1	12	94	-10	2	94	-4	94	7
Cc1ccccc1NN1C(=O)C=CC1=O	5	104	0	4	104	-1	110	8
CCN(CC)c1nc(N)c2c(N)n(-c3ccccc3C)c(=S)c(C#N)c2c1C#N	-1	100	5	19	95	2	104	-3
CSc1nsc(SCC(=O)Nc2ccc(F)cc2)n1	-6	105	2	1	99	6	109	9
O=C(CSc1nnc(Cc2ccccc2)o1)c1ccc2c(c1)OCO2	-3	100	-13	5	101	5	101	-7
Cc1ccccc1NC(=O)Nc1ccccc1N1CCCCC1	-8	98	-9	-5	111	2	98	6
O=C(OCN1C(=O)c2ccccc2C1=O)/C(=C\c1ccco1)NC(=O)c1ccccc1	-2	96	-2	1	91	0	93	23
CCCOc1ccc(NC(=O)CC2C(=O)N(Cc3ccccc3)C(=S)N2Cc2cccs2)cc1 (stereo not given)	-7	107	3	-5	109	3	102	15
CCCn1c(Sc2nc3c(c(=O)[nH]c(=O)n3C)n2CCC)nc2c1c(=O)[nH]c(=O)n2C	4	96	-8	-6	87	14	96	3
O=C(CN1CCN(C/C=C/c2ccccc2)CC1)NCc1ccccc1	10	101	-1	4	104	-2	112	-8
Cc1ccc(C)c(NS(=O)(=O)c2ccc3oc(=O)ccc3c2)c1	5	103	9	6	91	2	105	-2
O=C1OC2(c3ccccc31)c1cc(I)c(O)c(I)c1Oc1c2cc(I)c(O)c1I	-27	119	-15	22	243*	4	257*	19
O=C(Nc1ccccc1F)c1cc(S(=O)(=O)N2CCCCC2)cs1	0	95	9	-10	116	2	132	-6
CCN(CC)N=Nc1cccc(NC(C)=O)c1	-13	106	4	1	103	10	102	-11
CN(C)S(=O)(=O)c1ccc(NC(=O)CN2C(=O)NC(Cc3ccccc3)C2=O)cc1 (stereo not given)	10	98	3	.	101	1	100	-1
CCOC(=O)C1CSc2[nH]c(=O)sc2C1c1ccccc1 (stereo not given)	-7	96	-11	2	99	1	114	-6
Cc1ccccc1NC(=O)Nc1cccs1	2	94	1	-5	107	7	105	-16
CCc1ccc(NS(=O)(=O)c2cccs2)cc1	3	99	0	13	111	0	102	2
C/C(CCC1CC(C)(C)OC1=O)=N\NC(N)=S (stereo not given)	-4	103	2	2	113	-1	100	-12
Cc1cc(=O)[nH]c(N/N=C/c2ccco2)n1	6	97	-7	-4	101	6	102	-4
O=C(c1ccccc1)c1cnc(-c2ccc(Cl)cc2)s1	-13	99	-2	-3	99	-1	109	5
CCOc1ccc(CCNC(=O)c2cccs2)cc1OCC	6	99	3	0	105	1	111	-10
CC(=O)NC(c1ccccc1)c1cccnc1 (stereo not given)	-3	95	10	6	89	1	84	-9
CCC(C)[C@H](NC(=O)N1CCC(Cc2ccccc2)CC1)C(=O)O (stereo not given in full)	5	108	-7	-8	98	7	112	-2
Cc1nnc(SCC(=O)N2N=C(c3ccc(Cl)cc3)CC2c2ccco2)[nH]c1=O (stereo not given)	-17	92	-11	4	103	1	90	2
Cc1sc2nc(CSC(C)C(=O)Nc3cc(S(C)(=O)=O)ccc3Cl)[nH]c(=O)c2c1C (stereo not given)	4	106	-1	-7	108	7	104	-13

Screens: PubChem, several laboratories
